BoNT F protease: BoNT F light chain protease inhibition. 360,000 tested, 0.22% active. Multiplex microsphere protease cleavage assay, flow cytometry. inhibition, % at 10 µM; in the data active = inhibition above about 35%, passing the limit was not always enough; inconclusive = no clear call, values can overlap the other calls; also: plate controls were buffer without enzyme for full effect and enzyme alone for no effect
GDH-TPI inh: GDH-TPI coupled enzyme inhibition counter-screen. GDH-TPI coupled enzyme counterscreen, NADH absorbance. 360,000 tested, 1.2% active. AID 588335. inhibition, % at 4.8 µM; in the data active = inhibition above about 30%;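 also: 0% = DMSO wells and 100% = wells lacking the enzyme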
PrPC surface inh: inhibitors of human cell surface prion protein PrPC; inhibition, % at 13.8 µM; TR-FRET read-out; 370,000 tested, 0.43% active; AID 720596; in the data active = inhibition above about 24%; also: 0% = median of the test wells and 100% = reference compound wells
Mtb FBA inh: inhibitors of M. tuberculosis fructose-bisphosphate aldolase. P9WQA3. purified M. tuberculosis FBA, fluorescence read-out. inhibition, % at 1 µM. 360,000 tested, 2.3% active; in the data active = inhibition above about 27%;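 also: 0% = vehicle and 100% = reference inhibitor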
Target sequence (P9WQA3 whole entry, looked up): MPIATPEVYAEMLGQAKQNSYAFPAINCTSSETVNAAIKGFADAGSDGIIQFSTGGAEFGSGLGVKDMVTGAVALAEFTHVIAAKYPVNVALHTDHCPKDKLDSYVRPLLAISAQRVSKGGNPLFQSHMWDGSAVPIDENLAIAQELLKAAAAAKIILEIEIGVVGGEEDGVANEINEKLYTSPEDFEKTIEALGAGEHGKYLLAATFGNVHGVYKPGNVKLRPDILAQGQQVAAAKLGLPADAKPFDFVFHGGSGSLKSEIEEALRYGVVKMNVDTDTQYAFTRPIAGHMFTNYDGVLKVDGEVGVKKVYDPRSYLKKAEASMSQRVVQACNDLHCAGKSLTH
Rv3671c inh: Rv3671c (M. tuberculosis) protease inhibition. P9WHR9. inhibition, % at 5.96 µM. 320,000 tested, 0.048% active; in the data active = inhibition above about 38%;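 also: extracellular domain of Rv3671c used as enzyme; 0% = enzyme with DMSO and 100% = no enzyme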
Target sequence (P9WHR9 whole entry, looked up, the tested form may be a part): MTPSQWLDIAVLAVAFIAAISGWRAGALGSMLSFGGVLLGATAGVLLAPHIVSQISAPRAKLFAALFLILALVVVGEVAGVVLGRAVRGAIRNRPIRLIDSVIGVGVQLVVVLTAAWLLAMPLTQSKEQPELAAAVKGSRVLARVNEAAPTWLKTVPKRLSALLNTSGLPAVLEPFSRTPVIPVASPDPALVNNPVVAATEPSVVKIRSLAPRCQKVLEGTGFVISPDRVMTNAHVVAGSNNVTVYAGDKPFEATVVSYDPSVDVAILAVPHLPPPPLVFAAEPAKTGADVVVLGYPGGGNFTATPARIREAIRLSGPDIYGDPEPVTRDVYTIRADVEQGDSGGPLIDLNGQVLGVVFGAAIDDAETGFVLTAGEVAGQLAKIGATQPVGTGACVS
BioA inh: BioA (M. tuberculosis) enzyme inhibition | purified M. tuberculosis BioA enzyme, plate reader | inhibition, % at 9.99 µM | 360,000 tested, 0.096% active | AID 602481; in the data active = inhibition above about 40%; inconclusive = no clear call, values can overlap the other calls
UGM FP inh: Mtb UDP-galactopyranose mutase inhibition. 320,000 tested, 0.06% active. AID 504406. inhibition, % at 10 µM. purified UGM, fluorescence polarization probe displacement; in the data active = inhibition above about 10%, passing the limit was not always enough; inconclusive = no clear call, values can overlap the other calls
FadD28 binding: blocks FadD28 binding to the bisubstrate probe. AID 588549. inhibition, % at 12.5 µM. fluorescence polarization. 360,000 tested, 0.22% active; in the data active = inhibition above about 8.5%, passing the limit was not always enough; inconclusive = no clear call, values can overlap the other calls
MazEF act: increases E. coli MazEF RNase cleavage of RNA. P0AE70. FAM/BHQ RNA-DNA oligo cleavage fluorescence, 5 h. activation, % at 20 µM. 350,000 tested, 0.32% active; in the data active = activation above about 50%
Target sequence (P0AE70 whole entry, looked up): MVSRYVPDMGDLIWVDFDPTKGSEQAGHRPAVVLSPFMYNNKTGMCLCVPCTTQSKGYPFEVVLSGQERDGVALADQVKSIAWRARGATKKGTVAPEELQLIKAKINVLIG
* hit, by the source's call.

Sample of the layout, 4 compounds:
How did O=C(Cc1ccccc1F)NC1CCSc2ccccc21 (stereo unspecified) do in these assays?
BoNT F protease: -2; GDH-TPI inh: 10; PrPC surface inh: -5; Mtb FBA inh: 5; Rv3671c inh: -1; BioA inh: -1.3; UGM FP inh: 1.0; FadD28 binding: 1.6; MazEF act: 0

How did CCCCNC(=O)COn1nnc2ccc(S(=O)(=O)N3CCOCC3)cc21 do in these assays?
BoNT F protease: inconclusive; GDH-TPI inh: 7; PrPC surface inh: 7; Mtb FBA inh: -5; Rv3671c inh: -7; BioA inh: -0.4; UGM FP inh: 0.2; FadD28 binding: -0.9; MazEF act: 4

Results for C=CCNC(=S)NNC(=O)C(CCC(C)C)CC(C)(C)O (stereo unspecified) ?
BoNT F protease: -3; GDH-TPI inh: 0; PrPC surface inh: 1; Mtb FBA inh: 3; Rv3671c inh: 4; BioA inh: -2.2; UGM FP inh: 1.1; FadD28 binding: 0.0; MazEF act: -1

Results for COc1ccc(CNC(=O)C2CCCC2)cc1 ?
BoNT F protease: 2; GDH-TPI inh: -3; PrPC surface inh: 3; Mtb FBA inh: -5; Rv3671c inh: 3; BioA inh: -1.0; UGM FP inh: 3.3; FadD28 binding: -2.2; MazEF act: 0

The list itself (from the top)
How did O=C(Cc1ccccc1F)NC1CCSc2ccccc21 (stereo unspecified) do in these assays?
BoNT F protease: -2; GDH-TPI inh: 10; PrPC surface inh: -5; Mtb FBA inh: 5; Rv3671c inh: -1; BioA inh: -1.3; UGM FP inh: 1.0; FadD28 binding: 1.6; MazEF act: 0

How did CCCCNC(=O)COn1nnc2ccc(S(=O)(=O)N3CCOCC3)cc21 do in these assays?
BoNT F protease: inconclusive; GDH-TPI inh: 7; PrPC surface inh: 7; Mtb FBA inh: -5; Rv3671c inh: -7; BioA inh: -0.4; UGM FP inh: 0.2; FadD28 binding: -0.9; MazEF act: 4

Results for C=CCNC(=S)NNC(=O)C(CCC(C)C)CC(C)(C)O (stereo unspecified) ?
BoNT F protease: -3; GDH-TPI inh: 0; PrPC surface inh: 1; Mtb FBA inh: 3; Rv3671c inh: 4; BioA inh: -2.2; UGM FP inh: 1.1; FadD28 binding: 0.0; MazEF act: -1

Results for COc1ccc(CNC(=O)C2CCCC2)cc1 ?
BoNT F protease: 2; GDH-TPI inh: -3; PrPC surface inh: 3; Mtb FBA inh: -5; Rv3671c inh: 3; BioA inh: -1.0; UGM FP inh: 3.3; FadD28 binding: -2.2; MazEF act: 0

What do the screens show for `O=C(c1ccc(F)cc1)N1CCN(C(=O)c2cccnc2)CC1`?
BoNT F protease: 0; GDH-TPI inh: -2; PrPC surface inh: 7; Mtb FBA inh: -4; Rv3671c inh: 3; BioA inh: -0.8; UGM FP inh: -1.3; FadD28 binding: -1.3; MazEF act: 22

What do the screens show for `O=S(=O)(NCCOc1ccccc1F)c1ccc(Cl)cc1F`?
BoNT F protease: 1; GDH-TPI inh: 2; PrPC surface inh: -7; Mtb FBA inh: 4; Rv3671c inh: 7; BioA inh: 0.5; UGM FP inh: -1.5; FadD28 binding: 0.4; MazEF act: -3

How did CC(=O)NC(=S)NNC(=O)COc1ccc([N+](=O)[O-])cc1 do in these assays?
BoNT F protease: 9; GDH-TPI inh: -4; PrPC surface inh: 1; Mtb FBA inh: -6; Rv3671c inh: 6; UGM FP inh: -0.5; FadD28 binding: -2.4; MazEF act: 5

Results for N#CCN1C(=O)C(=O)N(Cc2cccc(C(F)(F)F)c2)C1=O ?
BoNT F protease: 5; GDH-TPI inh: 0; PrPC surface inh: -3; Mtb FBA inh: 4; Rv3671c inh: 1; BioA inh: -0.9; UGM FP inh: -1.0; FadD28 binding: 1.1; MazEF act: 2

What do the screens show for `O=C(c1ccc(F)cc1)N1CCC(O)(c2cccnc2)CC1`?
BoNT F protease: -11; GDH-TPI inh: -4; PrPC surface inh: 5; Mtb FBA inh: -3; Rv3671c inh: 5; BioA inh: 0.6; UGM FP inh: -3.4; FadD28 binding: -1.7; MazEF act: 2

Results for Cc1nc([N+](=O)[O-])cn1CC(=O)Nc1ccc(Cl)cc1 ?
BoNT F protease: -13; GDH-TPI inh: 9; PrPC surface inh: -3; Mtb FBA inh: 1; Rv3671c inh: -3; BioA inh: -0.8; UGM FP inh: -4.1; FadD28 binding: -4.0; MazEF act: 7

Results for C/C(CC(=O)Nc1ccccn1)=N\NC(=O)C(=O)Nc1cccc(Cl)c1C ?
BoNT F protease: -2; GDH-TPI inh: 4; PrPC surface inh: -3; Mtb FBA inh: 4; Rv3671c inh: -1; BioA inh: -0.3; UGM FP inh: 1.0; FadD28 binding: -1.1; MazEF act: 2

Results for COc1ccccc1CCNC(=O)CC1C(=O)NCCN1CCCc1ccccc1 (stereo unspecified) ?
BoNT F protease: -10; GDH-TPI inh: 8; PrPC surface inh: -4; Mtb FBA inh: 2; Rv3671c inh: -8; BioA inh: -0.6; UGM FP inh: -1.1; FadD28 binding: -2.9; MazEF act: 4

What do the screens show for `Cc1ccccc1-n1ncc2c1CC(C)(C)CC2NC(=O)CCN1CCCCC1=O` (stereo unspecified)?
BoNT F protease: -1; GDH-TPI inh: 0; PrPC surface inh: 0; Mtb FBA inh: 0; Rv3671c inh: 5; BioA inh: -2.4; UGM FP inh: -1.1; FadD28 binding: -0.9; MazEF act: 10

How did CC(=O)NNC(=S)NC(=O)c1cccc([N+](=O)[O-])c1 do in these assays?
BoNT F protease: 6; GDH-TPI inh: 11; PrPC surface inh: -12; Mtb FBA inh: 3; Rv3671c inh: -16; UGM FP inh: 2.9; FadD28 binding: -0.8; MazEF act: -8

Results for O=C(Nc1c2c(nn1-c1ccccc1)CSC2)c1ccc(N2C(=O)CCC2=O)cc1 ?
BoNT F protease: -2; GDH-TPI inh: -1; PrPC surface inh: 3; Mtb FBA inh: 2; Rv3671c inh: -1; UGM FP inh: -1.6; FadD28 binding: -0.8; MazEF act: 11

What do the screens show for `Cn1c(=O)[nH]c(=O)c2c1nc(N1CCCC1)n2CCO`?
BoNT F protease: 6; GDH-TPI inh: 2; PrPC surface inh: 4; Mtb FBA inh: 3; Rv3671c inh: -10; BioA inh: 0.6; UGM FP inh: 0.7; FadD28 binding: 0.3; MazEF act: 9

What do the screens show for `Cc1cccc(C(=O)NNC(=O)c2ccc(NS(=O)(=O)c3cccs3)cc2)c1C`?
BoNT F protease: -2; GDH-TPI inh: 0; PrPC surface inh: -3; Mtb FBA inh: -4; Rv3671c inh: -6; BioA inh: -0.5; UGM FP inh: 1.2; FadD28 binding: 13*; MazEF act: 1

How did O=C(N/N=C/c1cc(Br)cs1)c1ccccc1[N+](=O)[O-] do in these assays?
BoNT F protease: -8; GDH-TPI inh: 9; PrPC surface inh: -20; Mtb FBA inh: -1; Rv3671c inh: 0; BioA inh: 3.7; UGM FP inh: -1.2; FadD28 binding: -3.9; MazEF act: 3

Results for Cc1nc2ccc(NC(=O)COc3ccccc3F)cc2s1 ?
BoNT F protease: 2; GDH-TPI inh: 0; PrPC surface inh: 6; Mtb FBA inh: 0; Rv3671c inh: -5; UGM FP inh: -2.1; FadD28 binding: 1.3; MazEF act: 12

How did N#Cc1nc(-c2ccco2)oc1N1CCN(Cc2ccccc2)CC1 do in these assays?
BoNT F protease: -6; GDH-TPI inh: 13; PrPC surface inh: -18; Mtb FBA inh: 6; Rv3671c inh: -7; BioA inh: 1.6; UGM FP inh: 1.2; FadD28 binding: -1.8; MazEF act: 4

What do the screens show for `COc1ccc(CSCC(=O)Nc2ccc(S(=O)(=O)N3CCCCCC3)cc2)cc1`?
BoNT F protease: -5; GDH-TPI inh: 3; PrPC surface inh: 10; Mtb FBA inh: 0; Rv3671c inh: -41; UGM FP inh: 2.2; FadD28 binding: 12*; MazEF act: 2

What do the screens show for `O=C(NCc1ccccc1)c1cc(C2COCCN2C(=O)c2ccccc2)on1` (stereo unspecified)?
BoNT F protease: 5; GDH-TPI inh: -10; PrPC surface inh: -4; Mtb FBA inh: -1; BioA inh: -0.4; FadD28 binding: -3.0

Results for O=C(CSC(=S)N1CCCCC1)Nc1ncc2c(n1)CCCC2=O ?
GDH-TPI inh: 7; PrPC surface inh: 6; Mtb FBA inh: 1; Rv3671c inh: 0; UGM FP inh: 1.9; FadD28 binding: -2.4; MazEF act: -6

How did COc1ccc(S(=O)(=O)NCCC(=O)N2CCCN(C)CC2)cc1 do in these assays?
BoNT F protease: 3; GDH-TPI inh: -11; PrPC surface inh: -5; Mtb FBA inh: 6; Rv3671c inh: -9; BioA inh: -0.9; UGM FP inh: 1.2; FadD28 binding: -2.4; MazEF act: 5

What do the screens show for `Cn1c(=O)c(C(=O)NCCc2ccc(Cl)cc2)c(O)c2ccccc21`?
BoNT F protease: inconclusive; GDH-TPI inh: 9; PrPC surface inh: 0; Mtb FBA inh: 0; Rv3671c inh: -8; BioA inh: 0.2; UGM FP inh: 4.3; FadD28 binding: 1.4; MazEF act: 0

How did COc1cc(OC)c(NC(=O)CCNS(=O)(=O)c2ccc3c(c2)CC(C)N3C(C)=O)cc1Cl (stereo unspecified) do in these assays?
BoNT F protease: 5; GDH-TPI inh: 4; PrPC surface inh: -7; Mtb FBA inh: 0; Rv3671c inh: -15; BioA inh: -1.4; UGM FP inh: -0.2; FadD28 binding: 1.1; MazEF act: 12

How did O=C(COC(=O)COc1ccc2c(c1)CCC2)Nc1ccccc1C(F)(F)F do in these assays?
BoNT F protease: 1; GDH-TPI inh: -3; PrPC surface inh: -4; Mtb FBA inh: 4; Rv3671c inh: 1; BioA inh: -3.0; UGM FP inh: 2.5; MazEF act: -7

What do the screens show for `COCCC(=O)N1CCC(Oc2ccc(C(=O)NCc3csc(C)n3)cc2)CC1`?
BoNT F protease: -4; GDH-TPI inh: 15; PrPC surface inh: 1; Mtb FBA inh: 6; Rv3671c inh: -8; BioA inh: -6.5; UGM FP inh: 1.3; FadD28 binding: -0.1; MazEF act: 3

What do the screens show for `CN(C)S(=O)(=O)c1cccc(NC(=O)c2cncc(Br)c2)c1`?
BoNT F protease: 1; GDH-TPI inh: -4; PrPC surface inh: 10; Mtb FBA inh: 0; Rv3671c inh: -4; BioA inh: 2.5; UGM FP inh: 0.2; FadD28 binding: -1.7; MazEF act: 8

What do the screens show for `CC(C)(C)NC(=O)CCc1ncc(C(F)(F)F)cc1Cl`?
BoNT F protease: -4; GDH-TPI inh: 9; PrPC surface inh: 7; Mtb FBA inh: -1; Rv3671c inh: 8; BioA inh: 0.1; UGM FP inh: -2.9; FadD28 binding: -1.2; MazEF act: -11

Results for c1ccc(-c2nnc3ccc(N4CCC5(CC4)OCCO5)nn23)cc1 ?
BoNT F protease: 6; GDH-TPI inh: 10; PrPC surface inh: 0; Mtb FBA inh: 2; Rv3671c inh: 7; BioA inh: 1.5; UGM FP inh: -0.4; FadD28 binding: -1.6; MazEF act: 3

How did Cn1c(=O)n(Cc2ccco2)c(=N)c2c3c(sc21)CCCC3 do in these assays?
BoNT F protease: -3; GDH-TPI inh: -2; PrPC surface inh: 3; Mtb FBA inh: -1; Rv3671c inh: 6; UGM FP inh: -4.9; FadD28 binding: 0.5; MazEF act: 5

How did CCn1nc(NC(=O)C2CCCO2)c2cc3cc(C)ccc3nc21 (stereo unspecified) do in these assays?
BoNT F protease: -5; GDH-TPI inh: 11; PrPC surface inh: -15; Mtb FBA inh: 14; Rv3671c inh: -16; UGM FP inh: 3.6; FadD28 binding: 0.7; MazEF act: 5

How did O=C1CCc2cccc(O)c2N1 do in these assays?
BoNT F protease: -1; GDH-TPI inh: 2; PrPC surface inh: 1; Mtb FBA inh: -2; FadD28 binding: -2.9; MazEF act: 5

Screening results from PubChem BioAssay.
